High-throughput results deposited in PubChem by National Center for Advancing Translational Sciences (NCATS).
HT1080 IDH1KD tx = HT-1080 IDH1 knockdown cell toxicity (counter line); AID 686971; HT-1080 IDH1 knockdown viability, ATP luminescence, 48 h; hit rate 2% among 360,000; Potency, µM (series often up to 46.1 µM), inactives show at the highest dose activity, negative = toxicity, most hits filed as cytotoxic;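 further: potency means the concentration at half of the fitted maximal effect; 0% = DMSO wells and -100% = cell-free medium wells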
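Luminescent ATP read-out (CellTiter-Glo, 10 min at room temperature) after 48 h compound exposure at 37 °C gave viability of IDH1-knockdown HT-1080 cells. Activity was normalised to DMSO and cell-free wells, then fitted as concentration-response curves.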
ATXN2 expr inh = inhibitors of ATXN2 expression. HEK-293 ATXN2-luciferase reporter, luminescence, 24 h. Potency, µM (highest dose often 57 µM), inactives show at the top dose activity change, negative = inhibition, most hits filed as inhibitors. hit rate 0.72% among 360,000; further: potency means the concentration at half of the fitted maximal effect; on the % scale 0 is the no-effect control and ±100 the full control effect; nearly all actives have a fitted effect of over 55% in size
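ATXN2-luciferase reporter cells (luciferase flanked by upstream and downstream ATXN2 gene portions) were treated 24 h at 37 °C with compounds at up to 57 uM. SteadyGlo luminescence gave expression; GF-AFC fluorescence gave viability.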
WRN inhibitor = WRN helicase (human) inhibition; Q14191; WRN helicase unwinding, fluorescent forked duplex, kinetic; Potency, µM (doses to about 114 µM), inactives show top-dose activity change, negative = inhibition, most hits filed as inhibitors; hit rate 0.46% among 360,000; AID 651768; further: potency means the concentration at half of the fitted maximal effect; on the % scale 0 is the no-effect control and ±100 the full control effect; nearly all actives have a fitted effect of over 55% in size
Target sequence (Q14191 whole entry, looked up): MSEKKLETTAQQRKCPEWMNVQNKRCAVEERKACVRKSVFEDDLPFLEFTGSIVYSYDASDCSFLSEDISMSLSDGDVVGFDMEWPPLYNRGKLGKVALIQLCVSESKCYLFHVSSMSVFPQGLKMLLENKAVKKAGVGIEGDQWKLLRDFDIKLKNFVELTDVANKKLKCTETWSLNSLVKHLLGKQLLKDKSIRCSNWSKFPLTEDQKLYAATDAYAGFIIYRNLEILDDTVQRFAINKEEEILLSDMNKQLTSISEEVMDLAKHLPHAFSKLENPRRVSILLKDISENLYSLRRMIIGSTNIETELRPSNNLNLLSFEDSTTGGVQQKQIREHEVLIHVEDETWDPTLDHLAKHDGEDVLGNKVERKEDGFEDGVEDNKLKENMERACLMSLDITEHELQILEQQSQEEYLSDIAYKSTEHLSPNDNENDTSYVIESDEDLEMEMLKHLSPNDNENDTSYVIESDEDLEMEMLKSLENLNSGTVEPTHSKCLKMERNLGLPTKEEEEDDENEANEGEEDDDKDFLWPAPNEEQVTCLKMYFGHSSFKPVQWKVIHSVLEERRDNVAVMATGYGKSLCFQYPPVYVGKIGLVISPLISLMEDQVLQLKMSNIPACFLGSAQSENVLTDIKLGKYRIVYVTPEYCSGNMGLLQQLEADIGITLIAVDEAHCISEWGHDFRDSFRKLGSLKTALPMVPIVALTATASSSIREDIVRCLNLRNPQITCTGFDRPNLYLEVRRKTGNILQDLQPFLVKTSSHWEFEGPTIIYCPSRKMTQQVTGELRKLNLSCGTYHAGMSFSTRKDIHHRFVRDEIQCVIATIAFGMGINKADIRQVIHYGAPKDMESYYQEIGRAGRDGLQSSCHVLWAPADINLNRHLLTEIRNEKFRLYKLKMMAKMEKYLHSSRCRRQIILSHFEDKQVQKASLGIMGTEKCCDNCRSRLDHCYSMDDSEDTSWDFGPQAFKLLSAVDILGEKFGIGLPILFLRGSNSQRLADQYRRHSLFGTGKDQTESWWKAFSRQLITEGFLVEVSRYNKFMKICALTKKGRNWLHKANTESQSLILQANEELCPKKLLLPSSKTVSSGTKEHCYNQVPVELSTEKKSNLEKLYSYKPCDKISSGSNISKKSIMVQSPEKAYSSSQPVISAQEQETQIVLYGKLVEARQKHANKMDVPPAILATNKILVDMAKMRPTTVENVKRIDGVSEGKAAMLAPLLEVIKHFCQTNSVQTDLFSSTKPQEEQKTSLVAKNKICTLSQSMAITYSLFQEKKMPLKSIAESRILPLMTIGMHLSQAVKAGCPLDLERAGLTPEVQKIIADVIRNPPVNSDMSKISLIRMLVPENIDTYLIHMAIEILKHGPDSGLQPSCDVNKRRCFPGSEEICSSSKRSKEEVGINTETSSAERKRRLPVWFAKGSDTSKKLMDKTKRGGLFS
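Kinetic fluorescence helicase assay: unwinding of a quenched forked DNA duplex (100 nM final) with 2 mM ATP final raises red fluorescence (525/598 nm). Compounds sat 15 min at room temperature with 20 nM WRN beforehand.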
KB-V1 MDR tox = KB-V1 MDR subline cytotoxicity; KB-V1 MDR cells viability, CellTiter-Glo, 72 h; Potency, µM (series often up to 46.1 µM), without a hit: at the top dose activity change, negative = cytotoxicity, usual class: cytotoxic; hit rate 3.4% among 400,000; AID 1347076; further: potency means the concentration at half of the fitted maximal effect; on the % scale 0 is the no-effect control and ±100 the full control effect; nearly all actives have a fitted effect of over 60% in size
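Readout: CellTiter-Glo luminescence, 10 min after addition. Cells: KB-V1 MDR subline, 72 h at 37 degrees C with compound. Analysis: corrected, normalized data fitted to concentration-effect curves.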
HT1080-NT tox = kills 2HG-producing HT-1080-NT fibrosarcoma cells; HT-1080-NT fibrosarcoma viability, CellTiter-Glo ATP luminescence, 48 h; Potency, µM (top dose mostly 46.1 µM), without a hit: at the top dose activity, negative = less viability, most hits filed as cytotoxic; hit rate 1.6% among 360,000;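 further: NT is the 2HG producing partner of a matched IDH1 knockdown line; potency means the concentration at half of the fitted maximal effect; 0% = DMSO-treated cells and -100% = media-only wells without cells; nearly all actives have a fitted effect of over 55% in size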
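HT-1080-NT fibrosarcoma cells (2HG-overproducing), 750 cells/well in RPMI with 5% FBS, dosed after 2 h and incubated 48 h at 37C. CellTiter-Glo luminescence normalized to DMSO and no-cell wells; concentration-response curves fitted and classed.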
SW480 rerep = DNA re-replication induction in SW480 cells | SW480 DNA re-replication, Hoechst DNA content imaging, 48 h | AID 624297 | hit rate 1.8% among 340,000 | Potency, µM (doses to about 46.1 µM), for inactives: at the highest dose re-replication activation, actives largely listed as activators; further: potency means the concentration at half of the fitted maximal effect; % of control where 0% means no effect; nearly all actives have a fitted effect of over 55% in size
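Image-based read-out: total Hoechst fluorescence of nuclei (405 nm excitation, 500-530 nm emission), with hits raising the fraction of high-intensity nuclei. SW480 colon cells incubated 48 hr with compounds at 37 C.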
KB-3-1 tox = kills parental KB-3-1 adenocarcinoma cells. AID 1347075. KB-3-1 viability, CellTiter-Glo ATP luminescence, 72 h. hit rate 1.4% among 400,000. Potency, µM (top dose mostly 46.1 µM), without a hit: at the highest dose activity change, negative = cytotoxic, hits mostly cytotoxic; further: potency means the concentration at half of the fitted maximal effect; on the % scale 0 is the no-effect control and ±100 the full control effect; nearly all actives have a fitted effect of over 60% in size
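Cytotoxicity in the drug-sensitive parental line KB-3-1 was scored as loss of CellTiter-Glo luminescence following 72 h incubation with compound. Values come from curve fitting of normalized concentration-response data.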
MCF10A rerep = induces DNA re-replication in MCF 10a normal breast cells | MCF 10A DNA re-replication, Hoechst nuclear intensity, 48 h | Potency, µM (highest dose often 46.1 µM), inactives show top-dose activity, positive = re-replication, hits mostly activators | hit rate 2.9% among 350,000 | AID 624296; further: potency means the concentration at half of the fitted maximal effect; % of control where 0% means no effect; nearly all actives have a fitted effect of over 50% in size
IL1B secr inh = inflammasome signaling inhibition, IL-1 beta readout; THP-1 LPS/ATP IL-1B secretion, AlphaLISA, 16 h; hits give low values; activity change, % at 57.5 µM; hit rate 4.7% among 360,000; AID 743279; in the data active means activity change below about -50%; inconclusive means mostly about -30% to -49%; further: on the % scale 0 is the no-effect control and ±100 the full control effect
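THP-1 cells pretreated 1 hr with compounds (up to 57.5 uM final), then stimulated with LPS (250 ng/mL final) plus ATP (1.25 mM final); secreted IL-1B measured by AlphaLISA after 16 hr, decreased signal indicating inhibition.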
An asterisk follows results filed as active; ? = inconclusive; nt = not tested or not shown; [ ] = remark or other dose. Unless noted, the call rests on the fitted dose curve; in most records, active means well fitted curve in the direction sought with a large enough effect; inconclusive means small, poorly fitted or top-dose-only effect, or another doubt; inactive means no such curve, though single readings can be large; an effect the other way counts as inactive or inconclusive.

Molecule	HT1080 IDH1KD tx	ATXN2 expr inh	WRN inhibitor	KB-V1 MDR tox	HT1080-NT tox	SW480 rerep	KB-3-1 tox	MCF10A rerep	IL1B secr inh
COCCN1CCn2c(nc3cc(NS(C)(=O)=O)ccc32)C1	15.9%	-0.2%	1.0%	?	13.6%	-1.0%	-5.6%	-1.5%	10.2
CCCc1c2ccccc2nc2ccccc12	2.7%	-2.3%	4.9%	?	-2.3%	-450.6%[inhibitor]	-6.6%	5.7%	15.2
CNC[C@H]1OCc2cnnn2CCCC(=O)N([C@H](C)CO)C[C@@H]1C	16.1%	10.7%	-10.8%	-19.9%	4.2%	nt	-0.4%	nt	-6.3
CCc1cc2c(NCCN3CCCCC3)ncnc2s1	-21.3%	-17.1%	-5.2%	1.1%	-15.2%	2.1%	4.8%	12.4%	5.8
COc1ccccc1C1=NOC(C)(c2sc(-c3ccc(Cl)cc3)nc2C)C1 (centres undefined)	4.5%	11.1%	-7.5%	13.7%	10.0%	-35.5%[inhibitor][9.22 µM]	13.4%	?	-0.2
O=C1CSC(c2ccccc2[N+](=O)[O-])N1c1cccc(F)c1 (centres undefined)	-0.5%	4.6%	-3.1%	-14.6%	-19.3%	5.3%	23.2%	4.8%	1.3
CCCCCC(=O)N/N=C/c1ccco1	16.7%	5.2%	4.7%	1.4%	16.1%	-5.5%	15.0%	2.6%	-9.7
COC(=O)c1ccc(N2C(c3cc(OC)cc(OC)c3)=Cc3ccc(-c4cnc(OC)nc4)cc3C2CC(=O)C2CC2)cc1 (centres undefined)	0.8%	3.7%	-2.6%	0.0%	9.7%	nt	4.5%	nt	6.3
Cc1nc(NN)c2c3c(sc2n1)COC(C)(C)C3	-0.3%	-7.1%	9.3%	0.6%	-0.6%	-3.7%	8.4%	-13.3%	30.5
Cc1cc(C)cc(NC(=O)C2CCN(c3nc(C)cc(C)n3)CC2)c1	-3.0%	-6.6%	3.8%	18.7%	-4.2%	-1.4%	0.3%	1.8%	79.8
COc1ccc(/C=C/C(=O)c2oc3ccc(F)cc3c2C)cc1	-0.9%	6.1%	-10.6%	10.4%	-0.4%	-3.5%	-13.0%	9.4%	22.4
CCOC(=O)c1sc(NC(=O)c2c(CC)noc2C)nc1C	0.0%	nt	0.0%	6.4%	11.2%	0.7%	-0.1%	-2.9%	-6.2

Retrieved by compound from the list above, 2 records:
Molecule	HT1080 IDH1KD tx	ATXN2 expr inh	WRN inhibitor	KB-V1 MDR tox	HT1080-NT tox	SW480 rerep	KB-3-1 tox	MCF10A rerep	IL1B secr inh
COCCN1CCn2c(nc3cc(NS(C)(=O)=O)ccc32)C1	15.9%	-0.2%	1.0%	?	13.6%	-1.0%	-5.6%	-1.5%	10.2
CNC[C@H]1OCc2cnnn2CCCC(=O)N([C@H](C)CO)C[C@@H]1C	16.1%	10.7%	-10.8%	-19.9%	4.2%	nt	-0.4%	nt	-6.3

The list continues:
Molecule	HT1080 IDH1KD tx	ATXN2 expr inh	WRN inhibitor	KB-V1 MDR tox	HT1080-NT tox	SW480 rerep	KB-3-1 tox	MCF10A rerep	IL1B secr inh
COCCNC(=O)C(OC(=O)c1ccco1)c1ccccc1Cl (centres undefined)	9.5%	4.8%	3.6%	7.9%	-1.1%	1.8%	2.9%	2.3%	7.2
CC(C)(C)NC(=O)Cn1c(-c2nonc2N)nc2ccccc21	2.6%	-18.1%	1.5%	-5.0%	-0.4%	3.0%	-4.4%	-2.7%	12.3
Cc1cccc(NC(=O)NNC(=O)c2sccc2-n2cccc2)c1	6.2%	-0.8%	-5.0%	1.6%	12.0%	?	-4.3%	1.1%	-16.1
Cc1csc(NC(=O)CSc2[nH]c(=O)ncc2C)n1	1.9%	15.3%	-20.3%	?	4.5%	-3.2%	-1.9%	-0.1%	-8.0
O=c1c(Cl)c(NCc2ccco2)cnn1C12CC3CC(CC(C3)C1)C2	0.7%	nt	-7.0%	12.5%	4.1%	-5.7%	1.1%	?	0.0
COc1ccc(N(C(=O)c2snc(C(N)=O)c2N)C(C(=O)NC2CCCC2)c2ccc3ncccc3c2)cc1 (centres undefined)	-12.4%	-17.6%	-2.4%[57.1 µM]	8.1%	-18.7%	?	-1.5%	?	-20.3
Cc1ccc(CN(c2ccc(C(=O)N3CCCC3)cc2)S(C)(=O)=O)cc1	0.8%	0.5%	7.4%	-10.6%	-10.1%	-6.0%	-3.9%	-5.3%	0.0
CC(C)c1ccc(N2CC(C(=O)Nc3nccs3)CC2=O)cc1 (centres undefined)	-29.1%	-7.7%	-9.9%	-13.6%	-4.4%[9.24 µM]	0.4%	-23.2%	-0.8%	-0.7
COc1cc(-c2nnn(CC(=O)N3CCOCC3)n2)cc(OC)c1OC	16.4%	-2.5%	-4.0%	0.9%	12.5%	-3.9%	2.1%	-3.0%	-1.6
CC(C)C[C@H]1CN([C@@H](CC(C)C)CN2CCCC2CN2C(=S)NC[C@@H]2Cc2ccc(O)cc2)C(=S)N1CC1CCCCC1 (some centres undefined)	3.0%	-3.1%	-4.1%	20.6µM*	1.7%	3.9%	?	?	-1.8
CCOCCc1nnc(NC(=O)c2ccc(OC)c(OC)c2)s1	?	-6.3%	9.0%	-4.1%	0.1%	-1.5%	?	?	1.0
COc1ccc(Cc2nc3ccccc3n2CC(=O)N/N=C/c2ccc(O)cc2)cc1OC	8.7%	-12.8%	-8.0%	0.0%	1.6%	-4.6%	6.2%	-5.6%	36.1

Ordered by the number under IL1B secr inh (falling): some entries from above
SMILES,WRN inhibitor,SW480 rerep,IL1B secr inh
CC(C)C[C@H]1CN([C@@H](CC(C)C)CN2CCCC2CN2C(=S)NC[C@@H]2Cc2ccc(O)cc2)C(=S)N1CC1CCCCC1 (some centres undefined),-4.1%,3.9%,-1.8
Cc1csc(NC(=O)CSc2[nH]c(=O)ncc2C)n1,-20.3%,-3.2%,-8.0
Cc1cccc(NC(=O)NNC(=O)c2sccc2-n2cccc2)c1,-5.0%,?,-16.1

Next part
Molecule	HT1080 IDH1KD tx	ATXN2 expr inh	WRN inhibitor	KB-V1 MDR tox	HT1080-NT tox	SW480 rerep	KB-3-1 tox	MCF10A rerep	IL1B secr inh
COc1ccc(CN2C(=O)CCC2(C)c2nnnn2-c2c(C)cccc2C)cc1 (centres undefined)	4.6%	18.5%	-1.0%	?	-2.3%	nt	0.5%	nt	32.6
O=C1CC(c2ccc(F)cc2)Sc2ccccc2N1 (centres undefined)	?	19.7%	-5.4%	-17.1%	-27.7%	-0.4%	-6.8%	?	17.6
CC1CCCCC1NC(=O)CN1C(=O)NC(C)(c2cccc(Br)c2)C1=O (centres undefined)	-1.7%	nt	-5.0%	-18.9%	-3.0%	-7.6%	?	-4.8%	-13.6
COCCn1c(SCc2nc3sc(C(=O)OC)c(C)c3c(=O)[nH]2)nc2ccccc21	6.1%	3.4%	-5.5%	-12.7%	5.7%	-1.5%	17.4%	-0.7%	57.5
Cc1ccc(S(=O)(=O)Nc2cncnc2NS(=O)(=O)c2ccc(C)cc2)cc1	-4.2%	-12.2%	5.9%	-4.5%	4.2%	?	3.0%	11.5%	-16.0
O=C(/C=C/c1ccccc1Br)c1ccc2c(c1)OCO2	?	3.0%	-16.2%	?	?	?	?	?	-18.9
COc1ccccc1OCC(=O)Nc1oc(-c2ccccc2)c(-c2ccccc2)c1C#N	-0.2%[9.24 µM]	-4.6%	-9.7%	?	-29.4%	-6.7%	6.0%	?	5.8
COc1ccc(N(CC(=O)NCc2ccco2)S(C)(=O)=O)cc1Cl	1.0%	1.2%	6.7%	?	7.8%	-5.0%	5.6%	2.2%	2.6
O=[N+]([O-])c1ccc(-c2nnc3n2CCCCC3)cc1	-2.6%	5.1%	-6.1%[57.1 µM]	-7.0%	0.0%	-27.5%	-0.7%	-1.8%	30.4
O=C(COC(=O)c1ccccc1F)Nc1ccc(S(=O)(=O)N2CCOCC2)cc1	-2.3%	1.9%	-12.3%	-12.8%	-4.1%	-9.4%	-0.1%	8.2%	-12.6
Cc1ccc(C)c(NC(=S)NCCSc2ccc(Cl)cc2)c1	0.9%	-22.7%	-2.5%	?	?	0.7%	-21.7%	?	?
O=C(c1ccccc1)N1N=C(c2ccccc2O)CC1c1ccc(Br)cc1 (centres undefined)	9.5%	nt	1.8%	2.2%	-1.1%	-5.1%	0.8%	-6.8%	0.8

New compounds follow
Molecule	HT1080 IDH1KD tx	ATXN2 expr inh	WRN inhibitor	KB-V1 MDR tox	HT1080-NT tox	SW480 rerep	KB-3-1 tox	MCF10A rerep	IL1B secr inh
Cc1ccc(N2CCN(CC(O)COc3cccc(C)c3)CC2)cc1 (centres undefined)	-0.6%	nt	8.1%	2.5%	1.2%	0.0%	-0.7%	-3.3%	2.6
O=C1C2C3C=CC(C3)C2C(=O)N1c1ccc(-c2nc3ccccc3c(=O)o2)cc1 (centres undefined)	4.1%	-0.7%	4.1%	0.0%	14.9%	0.2%	0.0%	3.3%	-10.4
COc1ccc2c(c1)C(SCC(=O)NCCc1ccccc1)CC(C)(C)O2 (centres undefined)	-10.9%	-12.1%	-9.8%	-10.0%	-7.5%	26.5%	-11.7%	2.4%	-9.8
Cn1cc(S(=O)(=O)NC[C@H]2O[C@@H](n3ccc(=O)[nH]c3=O)[C@H](O)[C@@H]2O)cn1	11.1%	1.5%	-3.4%	0.0%	5.8%	-13.8%	0.0%	-13.7%	11.6
Cc1cc(=O)c2ccccc2s1	-6.0%	4.1%	-3.1%	-0.8%	7.7%	11.3%	5.5%	-1.1%	0.7
CCCCN1C(=O)C(=O)NC[C@H]1Cc1cccc2ccccc12	-0.9%	8.2%	-2.0%	-28.5%	5.4%	nt	7.6%	nt	20.2
